Screening data deposited in PubChem BioAssay by National Center for Advancing Translational Sciences (NCATS).
FBPA Giardia inh = inhibitors of Giardia lamblia fructose-1,6-bisphosphate aldolase; AID 2451; purified Giardia FBPA; A8B2U2; Potency, µM (series often up to 59.6 µM), inactives show top-dose activity, negative = inhibition, most hits filed as inhibitors; 290,000 compounds, 0.71% hits; also: potency is read from the fitted curve at half-maximal effect; nearly all actives have a fitted effect of over 55% in size
Target sequence (A8B2U2 whole entry, looked up): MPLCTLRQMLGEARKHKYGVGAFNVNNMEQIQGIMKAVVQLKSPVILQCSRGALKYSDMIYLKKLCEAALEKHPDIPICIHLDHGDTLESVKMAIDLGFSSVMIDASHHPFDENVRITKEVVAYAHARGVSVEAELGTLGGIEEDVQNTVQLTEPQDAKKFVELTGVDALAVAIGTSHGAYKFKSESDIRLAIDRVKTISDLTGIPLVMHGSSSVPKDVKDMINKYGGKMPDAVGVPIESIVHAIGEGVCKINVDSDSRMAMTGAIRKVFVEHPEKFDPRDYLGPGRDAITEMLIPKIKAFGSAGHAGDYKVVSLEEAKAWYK
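40 nM FBPA preincubated 10 min at RT with compound (up to 57.5 uM final), then substrate plus GAPDH/TPI/NAD/arsenate coupling and diaphorase/resazurin added. Fluorescence read after 20 min at RT, 525/598 nm.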
HCMV antiviral = inhibitors of human cytomegalovirus; HFF cells, HCMV-luciferase reporter, 72 h; active compounds read low; activity change, negative = inhibition, % at 57.5 µM; 410,000 compounds, 4.5% hits; AID 1259415; in the data active = activity change below about -60%; inconclusive = no clear call, values can overlap the other calls; inactive = above about -39%
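Human foreskin fibroblasts infected with luciferase-reporter HCMV at MOI 1 PFU/cell, compounds at two doses. Luciferase measured 72 h post infection; normalized to buffer-only basal and Salinomycin (10uM) controls.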
AmpC inh detg = AmpC beta-lactamase inhibition with detergent present. P00811. AmpC hydrolysis of nitrocefin, absorbance 480 nm, 0.01% Triton. Potency, µM (highest dose often 114 µM), for the others: top-dose activity change, negative = inhibition, most hits filed as inhibitors. 370,000 compounds, 0.041% hits. AID 485294;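 also: potency is read from the fitted curve at half-maximal effect; 0% = no-compound wells and -100% = no-enzyme wells; nearly all actives have a fitted effect of over 25% in size; some results filed as inactive show a strong effect at the top dose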
Target sequence (P00811 whole entry, looked up): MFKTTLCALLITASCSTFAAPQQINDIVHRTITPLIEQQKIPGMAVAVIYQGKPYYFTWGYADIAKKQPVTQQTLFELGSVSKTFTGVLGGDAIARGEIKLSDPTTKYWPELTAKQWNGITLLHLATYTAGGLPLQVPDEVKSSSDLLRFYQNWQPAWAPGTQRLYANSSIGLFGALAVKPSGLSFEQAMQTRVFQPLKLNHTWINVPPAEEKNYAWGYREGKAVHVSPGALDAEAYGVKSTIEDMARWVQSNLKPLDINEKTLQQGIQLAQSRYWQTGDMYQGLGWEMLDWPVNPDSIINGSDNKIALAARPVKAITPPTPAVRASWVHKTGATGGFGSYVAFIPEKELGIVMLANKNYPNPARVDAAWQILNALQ
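20 mM phosphate pH 7.0 + 0.01% (detergent screen) or 0.0001% Triton X-100; 5.3 nM AmpC reagent; cpd preinc 15 min RT; nitrocefin (800 uM stock) to start; A480 q20 s × 4 min; Activity was normalised to no-enzyme and no-compound control wells.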
AmpC no deterg = inhibitors of E. coli AmpC beta-lactamase without detergent | P00811 | Potency, µM (series often up to 57.1 µM), without a hit: top-dose activity change, negative = inhibition, actives largely listed as inhibitors | AID 485341 | AmpC nitrocefin hydrolysis, absorbance 480 nm, 0.0001% Triton | 330,000 compounds, 0.52% hits;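 also: potency is read from the fitted curve at half-maximal effect; plate controls were no compound for no effect and no enzyme for full effect; nearly all actives have a fitted effect of over 20% in size; some results filed as inactive show a strong effect at the top dose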
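AmpC (5.3 nM in the dispensed reagent) in 20 mM phosphate pH 7.0 with 0.01% (detergent screen) or 0.0001% Triton X-100 was preincubated with compounds for 15 min at room temperature. Nitrocefin was then added from an 800 uM solution, and hydrolysis was followed at 480 nm.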
AMA1-RON2 inh = AMA1-RON2 (P. falciparum) interaction inhibition. 360,000 compounds, 0.2% hits. AlphaScreen AMA1-biotinylated RON2 peptide binding. Potency, µM (doses to about 58.2 µM), inactives show at the top dose activity change, negative = inhibition, usual class: inhibitors;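 also: potency is read from the fitted curve at half-maximal effect; 0% = vehicle wells and -100% = peptide control; nearly all actives have a fitted effect of over 45% in size; some results filed as inactive show a strong effect at the top dose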
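AMA1 (3D7) with his tag at 25 nM final met compounds first, then biotinylated RON2 peptide at 25 nM; detection used donor plus acceptor beads, 10 µg/mL apiece, read by AlphaScreen after 30 min at room temperature.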
Sm TGR block = inhibitors of Schistosoma mansoni thioredoxin glutathione reductase; AID 485364; Potency, µM (titrated, usually from 114 µM), for the others: top-dose activity change, negative = inhibition, actives largely listed as inhibitors; 360,000 compounds, 3% hits; purified TGR, DTNB reduction, TNB absorbance 405 nm; also: potency is read from the fitted curve at half-maximal effect; nearly all actives have a fitted effect of over 60% in size
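TGR 20 nM + NADPH 100 uM (dispensed conc.), cpd preinc 15 min RT; start with NADPH (500 uM addition) then DTNB (15 mM addition). Kinetic TNB absorbance, 405 nm filter. Four-parameter Hill fit across titration.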
An asterisk follows results filed as active; ? = inconclusive; . = no result given; & = joins results of further samples; [ ] = another dose, or the depositor's remark. Unless noted, calls follow the shape of the dose curve; as a rule, active = well fitted curve in the direction sought with a large enough effect; inconclusive = small, poorly fitted or top-dose-only effect, or another doubt; inactive = no such curve, though single readings can be large; an effect the other way counts as inactive or inconclusive. Unless noted, % is scaled to controls: 0 for no effect and ±100 for the full control effect.

SMILES | FBPA Giardia inh | HCMV antiviral | AmpC inh detg | AmpC no deterg | AMA1-RON2 inh | Sm TGR block
COc1ccccc1N(CC(O)CN1C(=O)NC(C)(C)C1=O)S(=O)(=O)c1ccc(C)cc1 (stereo unspecified) | 3% | -19 | -13% | 27% | 0% | 1%[11.4 µM]
Cc1ccc(S(=O)(=O)c2nc(-c3ccco3)oc2N2CCC(C)CC2)cc1 | . | 11 | -4% | -15% | -8% | 40µM*
C(#Cc1ccc2c(c1)COc1c3ccccc3nn1-2)c1ccccc1 | . | 16 | 1% | -20% | -7% | -28%
COc1ccc2oc(=O)c(C(=O)NCC3CCCO3)cc2c1 (stereo unspecified) | -6% | -25 | -16% | -11% | -11% | 0%[11.4 µM]
Cc1cc(C)c(NC(=O)CSc2nc3ncc(Cl)cc3[nH]2)c(C)c1 | ? | 20 | -6% | -28% | 11% | -17%
Nc1nonc1C(=Nc1ccc(Br)cc1)NO | 0% | -9 | -1% | -17% | 8% | 6%
COc1ccc(/C=C/C(=O)NC(=S)Nc2ccc(S(N)(=O)=O)cc2)cc1 | -1% | 0 | -2% | -32% | 3% | 2%
Cc1ccccc1NC(=O)Cc1nc(COC(=O)CCNS(=O)(=O)c2ccccc2)cs1 | . | -29 | ? | -31% | -2% | 2%
CCN(CC)C(=O)c1sc(NC(=O)C2c3ccccc3Oc3ccccc32)c(C(=O)OC(C)C)c1C | . | 9 | 4% | . | . | 7%
O=C(NCc1ccc(F)cc1)c1cc2ccccc2o1 | 1% | -28 | -12% | -25% | -8% | -9%
CCN1CCc2c(sc(NC(=O)c3ccc(S(=O)(=O)N4CCOCC4)cc3)c2C(=O)OC)C1 | 6% | 15 | -3% | 122%[activator] | -11% | 4%
COc1cccc(CNC(=O)CS(=O)(=O)Cc2nc(-c3ccc(C)cc3)oc2C)c1OC | 12% | 5 | 12% | 4% | 0% | ?
O=S1(=O)CCO[C@H]2Cc3ccccc3[C@H]2N1Cc1ccc(Cl)cc1 | 18% | -20 | 0% | 38% | -2% | 2%
CCCS(=O)(=O)N1CCC(C(=O)NCCN2CCC(Cc3ccccc3)CC2)CC1 | -1% | -30 | -1% | -4% | 0% | 4%
CCOc1ccccc1CN1CCNC(=O)C1CC(=O)NCc1nccn1CC (stereo unspecified) | -24% | -67* | -3% | 60% | 62%[activator] | -13%
CCOc1ccccc1NC(=O)C(NCCN(C)C)c1ccccc1 (stereo unspecified) | ? | -31 | 2% | -12% | 18% | -13%
CCn1nc(C(=O)NCC2COc3ccccc3O2)c2ccccc2c1=O (stereo unspecified) | . | -27 | -4% | 37% | 7% | 32%
O=C(NCc1ccccn1)c1ccc([N+](=O)[O-])cc1 | 0% | 40 | -10% | -14% | 36%[activator] | -2%
O=C1Cc2ccccc2C(c2ccc(Br)cc2)N1 (stereo unspecified) | 6% | 9 | -3% | 0% | -5% | -2%
CCOc1ncccc1C(=O)OCC(=O)c1cc(OC)c(OC)c(OC)c1 | 0% | -1 | -1% | 51% | 5% | 1%
COC(=O)c1ccc(Cn2nc(-c3ccc(C)cc3)ccc2=O)cc1 | -4% | -7&11 | -7%&14% | 49% | -3% | -6%&7%
CC(C)Cc1ccc(C(C)C(=N)N)cc1 (stereo unspecified) | 4% | -27 | -2% | 2% | -17% | 8%
Cc1nc2ccn(Cc3cccs3)c(=O)c2cc1C(=O)N1CCN(c2ccc(F)cc2)CC1 | . | 3 | 22% | . | . | 4%
CC(C)(C)C(=O)Nc1nnc(CCc2ccccc2)s1 | 16% | 119 | 2% | -3% | 8% | -6%
CS(=O)(=O)N(Cc1cc2ccccc2[nH]c1=O)C1CCCCC1 | 2% | 53 | 4% | -3% | -10% | -3%
COc1ccc(C(=O)NC(=S)Nc2ccc([N+](=O)[O-])cc2C)cc1OC | -1% | -13 | 2% | ? | -2% | 3%
Cc1ccc(-c2csc(NC(=O)c3cc([N+](=O)[O-])ccc3N3CCOCC3)n2)cc1 | 0% | -1 | 2% | -23% | -2% | .
COc1ccccc1NS(=O)(=O)c1ccc(NC(=O)c2ccccn2)cc1 | . | ? | -19% | -5% | 13% | 2%
CCCCC[C@]12Cc3cc(OC)c(OC)cc3C(O1)c1c(cc(C)n(-c3ccccc3)c1=O)O2 | -12%[12.9 µM] | . | -8%[22.9 µM] | 146%[activator][11.4 µM] | . | ?
COCC(=O)N(Cc1cc2ccc(C)cc2[nH]c1=O)c1cccc(C)c1 | 11% | 20 | 3% | -7% | -10% | 8%
CCn1nnnc1SCC(=O)NNC(=O)C1CCCCC1 | 5% | 19 | -1% | ? | 58%[activator] | -10%
CCCCN(C(=O)CNC(=O)c1ccco1)C(C(=O)NC1CCCC1)c1ccc(OC)cc1 (stereo unspecified) | 5% | -12 | -4% | 28% | -9% | -12%
O=C(CN1CCN(Cc2ccccc2)C1=O)NCc1ccc(Cl)cc1 | -1% | 13 | -7% | 6% | 5% | -5%
Cc1c(Cl)cccc1NC(=S)N(CCCN1CCOCC1)Cc1cccs1 | 0% | -2 | -4% | 106%[activator] | -2% | 2%
O=C(c1ccccc1)N(Cc1ccc2c(c1)OCO2)Cc1nc2ccccc2c(=O)[nH]1 | 0% | 30 | ? | -34% | 0% | -17%
COC(=O)/C=C/C(=O)NCc1ccco1 | 2% | 17 | 0% | -3% | 4% | -15%

An excerpt from above, showing only HCMV antiviral and FBPA Giardia inh.
| SMILES | HCMV antiviral | FBPA Giardia inh |
| --- | --- | --- |
| COC(=O)/C=C/C(=O)NCc1ccco1 | 17 | 2% |
| CC(C)Cc1ccc(C(C)C(=N)N)cc1 (stereo unspecified) | -27 | 4% |
| CC(C)(C)C(=O)Nc1nnc(CCc2ccccc2)s1 | 119 | 16% |
| COc1ccc(/C=C/C(=O)NC(=S)Nc2ccc(S(N)(=O)=O)cc2)cc1 | 0 | -1% |
| O=S1(=O)CCO[C@H]2Cc3ccccc3[C@H]2N1Cc1ccc(Cl)cc1 | -20 | 18% |

(next part)
SMILES | FBPA Giardia inh | HCMV antiviral | AmpC inh detg | AmpC no deterg | AMA1-RON2 inh | Sm TGR block
Cn1c(SCC(=O)c2ccc(O)cc2O)nnc1-c1ccccc1 | 1% | 8 | -5% | -7% | -14% | 2%
CCNC(=O)CN1c2cccc3cccc(c23)S1(=O)=O | -10% | -17 | 5% | -10% | 9% | 4%
CC(C)(C)c1csc(NC(=O)Cn2cnc3ccccc3c2=O)n1 | 0% | 37 | ? | -29% | 0% | 0%
O=C(COC(=O)Cc1ccsc1)NC1CCCCCC1 | -2% | -4 | -16% | 3% | -7% | 10%
COc1ccc(/C=N/NC(=O)/C(=C/c2ccccc2)CCO)cc1 | 4% | -36 | -9% | -28% | 2% | -1%
CCc1ccc(-n2c(C)nnc2SCc2nc(-c3ccc(OC)cc3)no2)cc1 | . | -14 | 3% | . | . | 3%
N/C(=N\OC(=O)CCCOc1ccccc1)c1cccc(Br)c1 | 1% | -20 | -1% | -7%[2.29 µM] | 129%[activator] | -17%
CCc1ccc(-c2csc3ncn(Cc4ccc(C(=O)O)cc4)c(=O)c23)cc1 | 28% | ? | 1% | -29% | -6% | -35%
CSc1ccccc1NC(=O)CSc1nnc(COc2ccccc2)o1 | 4% | -9 | -1% | -31% | -3% | 4%
COc1ccc2nc(C)cc(NCc3ccc(F)cc3)c2c1 | -24% | -9 | ? | 0% | -22% | -6%
Cc1ccc(NC(=O)C2c3ccccc3Oc3ccccc32)nc1 | -4% | ? | 7% | -36% | -12% | 12%
O=C1OC(=O)c2cc([N+](=O)[O-])ccc21 | . | -9 | 6% | -12% | -3% | 8%
CCCC1=C(C(=O)OCC)C(c2cc(Cl)cc(OC)c2OCC(=O)OCC)NC(=O)N1 (stereo unspecified) | 3% | -3 | ? | 11% | -4% | 0%
CCOc1ccc(NC(=O)CSc2nc3c(oc4ccccc43)c(=O)n2-c2ccccc2C)cc1 | . | -82* | -1% | . | . | 5%
CC(OC(=O)c1nc(Cl)ccc1Cl)C(=O)NC1CCCCC1C (stereo unspecified) | . | -5 | 3% | -10% | -13% | 8%
CCOC(=O)c1cn(-c2c(C)n(C)n(-c3ccccc3)c2=O)c2c(F)c(F)c(F)cc2c1=O | 8% | 7 | -3% | 4% | 6% | -22%
Cc1noc(/C=C/c2ccco2)c1S(=O)(=O)N1CCC(C(=O)Nc2ccc(Cl)cn2)CC1 | -4% | -80* | -5% | -18% | -26% | ?
Cc1cccc(NC(=O)c2ccc(Cn3cc(C(F)(F)F)ccc3=O)cc2)c1 | -9% | -7 | -4% | -2% | 4% | -26%
CCOc1cc(C#N)c(NC(=O)c2ccc(OC)c(S(=O)(=O)N3CCN(c4ccccc4)CC3)c2)cc1OCC | . | -9 | -2% | . | . | -18%
Cc1ccc2nc(-c3ccccc3)cc(C(=O)N3CCN(S(=O)(=O)c4c(C)noc4C)CC3)c2c1 | . | -8 | 4% | -3% | ? | -14%
CC(C)CNc1nc(=S)nc(N(C)C)[nH]1 | ? | -20 | ? | -23% | 32%[activator] | -4%
C#CC(C)(CC)NC(=O)c1cc2cccc(CC=C)c2oc1=O (stereo unspecified) | 0% | -25 | 9% | -1% | 0% | 6%
CCn1cc(S(=O)(=O)N2CCN(Cc3ccc(F)cc3)CC2)cn1 | 4% | -38 | 1% | -1%[2.29 µM] | -3% | -8%
COc1ccc(CC(=O)Nc2ccc(S(=O)(=O)N3CCN(C)CC3)cc2)cc1 | . | 0 | -21% | 0% | -9% | -1%
Cc1ccccc1OCCN1C(=O)c2ccccc2C1=O | 2% | 9 | ? | -11% | 0% | 14%
NS(=O)(=O)c1ccc(NC(=S)NC2CCCCC2)cc1 | 10µM* | -23 | 2% | -30% | -1% | .
Cc1ccc(NS(=O)(=O)c2ccc3c(c2)NC(=O)CCS3)c(Br)c1 | . | 24&13 | -1%&-1% | -8% | 4% | 2%&-1%
COc1ccc(/C=N/Nc2ncc(-c3ccccc3)cn2)c(OC)c1 | 0% | ? | ? | -8% | 13% | -9%
O=C(Nc1cc(Br)ccc1O)c1cc(-c2ccccc2)on1 | 3% | 31 | ? | -30% | -1% | -19%
Cc1ccc(S(=O)(=O)NCCCCCC(=O)NC(C)(C)CO)cc1 | 7% | -4 | -7% | -2% | -3% | 6%
CCCc1ccc(C(=O)NNc2cccc(C)c2)cc1 | 0% | 22 | -7% | -42% | -23% | 0%
CCN1CCC(N(Cc2ccc3c(c2)OCO3)C(=O)Nc2cc(F)ccc2F)CC1 | . | -19 | -3% | . | . | -9%
COCC(=O)NC1CCN(C(=O)Nc2ccc(Br)cc2)CC1 | 4% | 25 | -1% | -22% | 1% | -22%
Cc1ccc(CSC2=NCCN2S(=O)(=O)c2ccc(F)cc2)cc1 | . | -22 | -3% | 35% | 30%[activator] | -1%
